Source: PubChem BioAssay (several laboratories)
RAM network inh: blocks the yeast RAM network. actives 1.8% (n = 190,000). AID 868. inhibition, % at 50 µM. S. cerevisiae dse1pr::URA3 reporter, 5-FOA growth OD615, 2 d; analog-sensitive cbk1-as2 kinase mutant strain;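 active = inhibition above a set limit, 3 SD over mean compound inhibition, cut at about 8.4% in these data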;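 note: 0% = DMSO-only wells with no growth and 100% = 10 µM 1-NA-PP1 full growth; inhibition rescues growth on 5-FOA so higher OD means more RAM inhibition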
FLuc inh counter: inhibits firefly luciferase, flagging false hits in luciferase inhibition screens; actives 1.5% (n = 200,000); inhibition, % at 10 µM; P08659; ATPLite firefly luciferase biochemical luminescence, 10 min;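 active = inhibition above about 50% when tested at 10 µM, limit read from the data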
Target sequence (P08659 whole entry, looked up): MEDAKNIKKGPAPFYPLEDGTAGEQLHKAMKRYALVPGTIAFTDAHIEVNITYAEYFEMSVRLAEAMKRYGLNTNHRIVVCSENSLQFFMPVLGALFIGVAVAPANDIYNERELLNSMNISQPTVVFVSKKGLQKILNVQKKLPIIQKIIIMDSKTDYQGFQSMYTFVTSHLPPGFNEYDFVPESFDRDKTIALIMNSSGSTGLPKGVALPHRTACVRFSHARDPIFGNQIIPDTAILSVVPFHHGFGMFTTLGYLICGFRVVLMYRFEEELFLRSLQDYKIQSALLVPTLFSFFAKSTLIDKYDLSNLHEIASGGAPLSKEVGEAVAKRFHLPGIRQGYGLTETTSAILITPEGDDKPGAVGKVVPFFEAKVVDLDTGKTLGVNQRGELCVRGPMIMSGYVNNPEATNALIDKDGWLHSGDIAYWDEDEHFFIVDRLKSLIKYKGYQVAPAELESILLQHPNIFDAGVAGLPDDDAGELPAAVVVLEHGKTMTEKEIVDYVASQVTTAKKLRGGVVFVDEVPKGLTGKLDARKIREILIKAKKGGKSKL
APP 5UTR inh: APP translation inhibition. SH-SY5Y APP 5'UTR-luciferase reporter, luminescence. actives 0.82% (n = 190,000). inhibition, % at 2 µM. AID 1285;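 active = inhibition above a set limit, derived from the sample mean plus 3 SD, cut at about 45% in these data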; note: values of inactives mirror those of a sister screen read the other way
NF-kB expr up: raises NF-kB expression in human neuronal cells. NF-kB reporter expression; stronger effect = higher value. fold change at 12.5 µM. actives 1.6% (n = 190,000). AID 1239; in the data active = fold change above about 3.3
STAT3 inh: reduces IL-6 driven STAT3 reporter signal; actives 0.89% (n = 190,000); AID 862; U3A cells, IL-6 STAT3-luciferase reporter, luminescence; host cell line lacks STAT1; inhibition, % at 5.5 µM;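 active = inhibition above the mean inhibition across all screened compounds plus 3 SD, cut at about 44% in these data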;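 note: 0% = DMSO only wells and 100% = 100 µM nifuroxazide control wells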
Hsp70 act: Hsp70 transcriptional activation, primary screen | HeLa Hsp70 promoter luciferase reporter, luminescence; scaled: vehicle 0, proteasome-inhibitor control 100% | activation, % at 10 µM | actives 0.04% (n = 200,000) | AID 1203;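 active = activation above the mean across all tested compounds plus 3 SD, cutoff set per campaign, cut at about 5.5% in these data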;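 note: 100% = MG132 at 30 µM as the positive control and 0% = DMSO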
STAT1 act: STAT1 signaling activation | actives 2.6% (n = 200,000) | AID 932 | activation (% of control), % at 5.5 µM | NIH 3T3 STAT1-luciferase reporter, IFN-gamma, luminescence; 100% = IFN-gamma alone, no compound;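 active = activation above the screen-wide mean activation plus 3 SD, cut at about 130% in these data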;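 note: raw ratio to IFN-gamma control signal so 100% means no change and 0% no light; values of inactives mirror those of a sister screen read the other way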
STAT3 activator: activators of IL-6 induced STAT3 signaling; U3A cells, IL-6 STAT3-luciferase reporter, luminescence; 100% = signal with IL-6 EC80 alone; actives 0.91% (n = 190,000); activation (% of control), % at 5.6 µM;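 active = activation above the screen-wide mean of compound activation plus 3 SD, cut at about 130% in these data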;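 note: 0% = background luminescence of wells with medium and substrate only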
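System – human U3A cells carrying STAT3-luciferase construct · Probe or stimulus – Interleukin-6, 33 ng/mL · Schedule – compound 1 h, then IL-6 6 h at 37 °C · Signal – luminescence from STAT3-driven luciferase reporter · Evaluation – percent of IL-6-only median luminescence · Benchmarks – IL-6-only high control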
STAT1 inh: inhibitors of IFN-gamma induced STAT1 signaling; NIH 3T3 STAT1-luciferase reporter, luminescence; inhibition, % at 5.5 µM; actives 0.35% (n = 200,000);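 active = inhibition above a set limit, the mean inhibition across all tested compounds plus 3 SD, cut at about 34% in these data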;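 note: 0% = IFN-gamma with DMSO and 100% = IFN-gamma with 300 µM nifuroxazide; values of inactives mirror those of a sister screen read the other way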
APP 5'UTR act: activates APP 5'UTR luciferase reporter | SH-SY5Y APP 5'UTR luciferase reporter, luminescence; zero percent = DMSO vehicle wells | activation, % at 2 µM | actives 1% (n = 190,000);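 active = activation above a set limit, based on mean plus 3 SD of controls, cut at about 140% in these data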; note: values of inactives mirror those of a sister screen read the other way
Starred values were filed as active, the others as inactive; nt = not tested or not shown; & = joins results of further samples.

The line under a structure holds: STAT3 activator	APP 5'UTR act	STAT1 inh	Hsp70 act	NF-kB expr up	RAM network inh	FLuc inh counter	STAT3 inh	APP 5UTR inh	STAT1 act
1. CCOC(=O)c1ccc(NC(=O)C2=C(C)Nc3nc(CCCO)nn3C2c2ccc(OC)cc2)cc1 (stereo not drawn)
  102.7	15.6&-6.8	-7.3	0.7	0.85	3.2	nt	1.0	-15.6&6.8	106.7
2. COc1ccc(C(=O)NCc2nnc(SCC(=O)N3CCC(C)CC3)o2)cc1
  98.7	11.6	4.6	0.0	1.25	2.3	1.8	7.0	-11.6	95.4
3. CCOc1ccc(CC(=O)Nc2cc(=O)n(C)c(=O)n2C)cc1
  92.7	-1.3	-8.0	-0.4	1.09	0.1	-5.2	10.7	1.3	105.6
4. CC1(CC(=O)N/N=C/c2cc([N+](=O)[O-])c(O)cc2O)OCCO1
  105.3	-5.0	0.2	-0.5	1.03	-0.6	-1.8	-5.1	5.0	98.4
5. COc1cc(NC(=O)CSc2ncnc3scc(-c4ccccc4)c23)c(C(=O)O)cc1OC
  108.5	0.3	-3.9	-0.1	0.93	7.0	-5.7	-8.4	-0.3	102.2
6. O=S(=O)(NC(=S)NC1CCCCC1)c1ccc(Cl)cc1
  95.4	-11.2	-1.2	-0.1	0.96	3.5	-10.2	16.0	11.2	100.2
7. CCOC(=O)C1(C/C(C)=N/NC(N)=O)CC(C)(C)OC1=O (stereo not drawn)
  87.0	-12.5	8.1	-0.4	1.32	-0.1	-3.1	18.1	12.5	92.9
8. CCCOc1ccc(C(=O)N2CCN(c3ccc(NC(=O)CC)cc3Cl)CC2)cc1
  98.9	9.8	-1.5	0.1	0.64	1.2	-0.5	3.4	-9.8	101.1
9. CCOC(=O)C1=C(C)NC(c2cccs2)C(=O)N1 (stereo not drawn)
  93.7	-5.9	2.7	-0.5	0.93	0.8	-10.3	10.2	5.9	97.6
10. O=C(NCc1ccccc1)Nc1cccn(Cc2ccccc2)c1=O
  98.4	nt	1.3	-0.5	1.09	2.2	26.6	2.2	nt	98.8
11. Cc1ccc(CNC(=O)NC2CCCCC2)cc1
  102.2	nt	-5.7	-0.3	1.61	0.8	18.5	-2.5	nt	105.7
12. N=C1C(c2ccc(Br)cc2)=C(O)C2CCc3ccccc3N12 (stereo not drawn)
  92.1	-4.6	-10.2	-0.4	1.54	0.5	-2.5	15.5	4.6	109.4
13. O=C(NCc1ccc2c(c1)OCO2)C1CCN(S(=O)(=O)N2CCOCC2)CC1
  88.1	10.4	2.6	-0.4	1.28	1.2	-5.3	17.1	-10.4	97.6
14. CN(C)C(=O)c1nc2ccc(Cl)cn2c1CNCc1ccccc1OC(F)(F)F
  108.1	-0.9	-6.5	0.1	nt	2.5	-3.2	-4.0	0.9	104.2
15. O=C(CSc1nnc(NC(=O)c2ccco2)s1)NC1CCCC1
  103.0	3.0	-9.5	-0.2	1.09	3.0	9.5	-1.7	-3.0	108.8
16. COCCN1Cc2cc3cc(C)ccc3nc2SC1=Nc1cccc(OC)c1
  92.0	-2.8	-1.8	-0.3	1.03	0.1	-3.5	17.0	2.8	99.8
17. CCOc1ccc(Nc2nc(NCC3CCCO3)c3ccccc3n2)cc1 (stereo not drawn)
  69.3	2.8	26.4	-0.4	0.5	-0.6	2.1	40.1	-2.8	74.5
18. Cn1cnc2cc(NC(=O)c3ccc(Cl)cc3)ccc21
  91.3	89.0	-45.1	0.4	5.04*	0.9	19.7	15.7	-89.0	140.4*
19. O=C(c1ccccc1)N1CCC(c2nc3c(nnn3Cc3ccco3)c(=O)[nH]2)CC1
  107.3	-4.2	-0.1	-0.2	2.73	-0.3	-9.7	0.5	4.2	100.1
20. CC(C)NC(=O)Cc1ccc(Br)cc1
  97.7	10.6	-0.5	0.2	0.95	2.1	-3.9	2.9	-10.6	100.5
21. CCCC(c1nnnn1C1CCCC1)N1CCN(c2ccccc2F)CC1 (stereo not drawn)
  97.9	-4.9	-4.0	-0.4	0.85	-0.1	-7.7	5.1	4.9	103.7
22. CC(/C=N/NC(=O)Cc1cccs1)=C\c1ccccc1
  115.2	76.7	-25.9	0.1	1.86	6.6	11.6	-16.9	-76.7	123.6
23. CC(C)NC(=O)c1ccccc1NC(=O)C1COc2ccccc2O1 (stereo not drawn)
  105.5	6.6	-3.4	-0.2	1.11	2.7	-3.8	-2.8	-6.6	103.1
24. Fc1ccccc1COc1ccc(/C=N/NC(=S)NCc2ccccc2)cc1
  97.6	3.2	-2.1	-0.2	1.42	5.1	0.9	2.4	-3.2	101.9
25. CCOc1ccc(C(=S)NC2CCCCC2)cc1OC
  98.1	0.8	-4.6	-0.7	1.14	3.4	-5.5	9.1	-0.8	104.2
26. Cc1cc(NS(=O)(=O)c2ccc(NC(=O)C(C(C)C)N3C(=O)c4ccccc4C3=O)cc2)nc(C)n1 (stereo not drawn)
  102.4	2.5	0.7	-0.1	1.13	-0.6	5.5	1.2	-2.5	99.3
27. CCOC(=O)C1=C(C)Nc2ncnn2C1c1cc(Br)ccc1F (stereo not drawn)
  89.1	-6.8	12.6	-0.2	1.1	4.6	-1.7	17.4	6.8	89.5
28. O=C(C1CCN(S(=O)(=O)c2cccc3nsnc23)CC1)N1CC=C(c2ccccc2)CC1
  93.2	7.9	11.7	-0.2	0.89	2.8	0.7	12.3	-7.9	89.3
29. Cc1ccc(S(=O)(=O)N(CC(=O)N2CCOCC2)CC(=O)N2CCOCC2)cc1
  102.3	-11.6	-1.2	-0.4	1.23	3.5	1.0	1.0	11.6	101.1
30. COc1ccccc1NC(=O)CC1C(=O)NCCN1C(=O)Nc1ccc(Cl)c(Cl)c1 (stereo not drawn)
  94.5	23.2	0.8	0.0	0.76	-1.5	-6.9	9.8	-23.2	99.3

Later entries.
The line under a structure holds: STAT3 activator	APP 5'UTR act	STAT1 inh	Hsp70 act	NF-kB expr up	RAM network inh	FLuc inh counter	STAT3 inh	APP 5UTR inh	STAT1 act
31. C/C(=N\NC(=S)NCc1ccccc1)c1ccc(C#N)cc1
  101.2	5.7	9.1	-0.2	1	4.0	-7.0	1.0	-5.7	90.9
32. COc1ccccc1-n1c(=O)oc2ccc(Cl)cc2c1=O
  114.1	22.8	-0.3	-0.1	0.59	2.8	-4.0	-11.7	-22.8	100.3
33. O=C(CCC(=O)OCC(=O)c1ccc(-c2ccccc2)cc1)Nc1cccc(Cl)c1
  102.6	-8.4	-1.1	-0.4	1.32	3.2	3.4	3.4	8.4	101.0
34. O=C(CN1CCCCCC1)Nc1ccccc1F
  95.9	1.7	-1.3	-0.3	1.06	0.3	-4.7	8.9	-1.7	101.2
35. O=S(=O)(Nc1nc2c(s1)CCCC2)c1ccc(F)cc1
  101.7	-6.5	-6.0	0.0	0.63	1.1	-5.6	2.6	6.5	105.5
36. Cn1c(S(=O)(=O)Cc2ccc(Cl)cc2)nc2ccccc21
  90.5	19.0	-8.7	0.7	nt	2.7	-1.5	16.6	-19.0	108.4
37. COc1ccc(CCNCC(=O)N2C(C)CCCC2C)cc1OC (stereo not drawn)
  96.6	27.7	5.6	-0.1	1.09	4.8	-8.6	15.0	-27.7	94.2
38. COc1c2occc2c(OC)c2c(=O)cc(C)oc12
  99.7	2.0	-4.8	-0.4	1.13	0.9	-4.2	2.7	-2.0	104.4
39. CN1CCCC1=Nc1c2c(nc3ccccc13)N(C)CC2
  106.7	-9.6	2.6	-0.2	1.11	0.7	-3.8	-2.8	9.6	97.7
40. CCOC(=O)Cc1cc(=O)[nH]c(Nc2nc3ccccc3o2)n1
  99.9	18.4	3.5	-0.4	1.41	3.6	29.5	9.9	-18.4	96.8
41. COc1cc(C)ccc1OCCCOc1c(Cl)cccc1Cl
  104.2	18.1	-12.0	-0.2	1.19	-0.4	-2.6	-1.2	-18.1	110.8
42. O=C1/C(=C/c2ccc(O)cc2)SC(=S)N1Cc1cccnc1
  101.9	-3.8	3.0	-0.2	1.05	7.1	2.1	-2.3	3.8	97.3
43. CCOC(=O)N1CCN(C(=O)CCn2c(=S)[nH]c3cc(OCC)c(OCC)cc3c2=O)CC1
  92.0	12.6	2.7	0.0	1.07	3.0	-4.8	12.7	-12.6	97.5
44. COc1ccc(-n2c(SCC(=O)NCc3cccs3)nnc2-c2ccoc2C)cc1
  100.3	1.2	4.8	0.2	1.06	-0.8	-6.5	2.2	-1.2	95.6
45. CC(C)c1nc(=S)c2ccccc2[nH]1
  99.9	12.5	0.8	-0.2	0.88	-0.7	5.1	2.1	-12.5	99.3
46. CC(C)Nc1nc(-c2ccccc2)nnc1-c1ccccc1
  99.9	1.2	3.5	-0.2	1.22	2.5	-6.4	6.4	-1.2	94.9
47. Cc1ccc(C(=O)OCCc2sc[n+](Cc3ccccc3)c2C)cc1
  102.7	-8.8	-2.0	-0.4	0.91	2.5	-3.9	-7.8	8.8	101.8
48. O=C(NCCCn1ccnc1)c1cccnc1
  110.0	-3.3	-3.9	-0.2	1.19	0.9	-3.7	-7.1	3.3	103.5
49. CC(=O)c1c(N2CCN(CCO)CC2)nc(=S)n(-c2ccccc2)c1C
  102.3	3.3	-2.4	0.0	1.44	0.4	-6.7	2.0	-3.3	99.2
50. O=C(NCC(c1cccs1)N1CCOCC1)c1cc([N+](=O)[O-])cc([N+](=O)[O-])c1 (stereo not drawn)
  98.3	10.4	-2.1	-0.1	0.96	-1.1	-2.4	1.4	-10.4	101.9
51. Cc1nnc(NCc2ccncc2)c2ccccc12
  102.1	13.2	7.3	-0.1	1.18	0.4	1.5	0.5	-13.3	93.3
52. O=C(Nc1cccnc1)c1cc(-c2cccs2)on1
  100.5	-5.7	-1.0	-0.3	2.08	1.6	39.4	8.3	5.7	100.9
53. CCOC(=O)C(CSCC(=O)c1ccc(Cl)cc1)NC(=O)OC(C)(C)C (stereo not drawn)
  101.8	5.0	-3.4	-0.4	1.02	-1.0	-2.2	-0.6	-5.0	103.2
54. O=C(Nc1ccc2c(c1)C(=O)NC2=O)c1ccc2ncsc2c1
  104.6	35.4	-28.6	0.1	1.5	2.8	-5.2	4.4	-35.4	126.6
55. Cn1cc(S(=O)(=O)N2CCN(c3ccccc3)CC2)c(=O)n(C)c1=O
  100.0	-6.7	0.6	-0.2	1.08	-0.6	-9.3	8.7	6.7	99.5
56. CSc1nc(-c2ccccc2)nc(NC(C)=O)c1C(C)=O
  86.1	-23.6	0.9	-0.2	0.95	3.9	-1.4	19.4	23.6	96.9
57. C[C@]1(C(=O)NCCN2CCOCC2)C=C[C@@H](Cc2ccccc2)N1C(=O)c1ccccc1
  101.0	12.7	-3.9	-0.1	1.23	0.3	-2.9	-4.0	-12.7	103.5
58. COc1ccc(N2CCN(C(=O)C(=O)c3c(C)n(C)c4ccccc34)CC2)cc1
  104.9	-0.5	-1.4	-0.2	1.27	7.1	-6.5	5.3	0.5	99.6
59. COc1ccc(N(C)C(=S)Nc2ccc3nc(C)c(C)nc3c2)cc1
  99.0	19.8	8.4	-0.5	0.66	-0.2	-2.0	-3.9	-19.8	92.4

A few values from the results shown:
Under RAM network inh, compound 50 is entered as -1.1
Under STAT3 activator, compound 44 is entered as 100.3
